DAGLB inh – diacylglycerol lipase beta (human) inhibition; Q8NCG7; HEK293T DAGLB membrane lysate, EnzChek fluorogenic substrate; inhibition, % at 5.17 µM; 340,000 compounds, 0.059% hits; AID 504411; in the data active = inhibition above about 34%;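 note: 0% = enzyme with vehicle and 100% = wells lacking enzyme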
Target sequence (Q8NCG7 whole entry, looked up): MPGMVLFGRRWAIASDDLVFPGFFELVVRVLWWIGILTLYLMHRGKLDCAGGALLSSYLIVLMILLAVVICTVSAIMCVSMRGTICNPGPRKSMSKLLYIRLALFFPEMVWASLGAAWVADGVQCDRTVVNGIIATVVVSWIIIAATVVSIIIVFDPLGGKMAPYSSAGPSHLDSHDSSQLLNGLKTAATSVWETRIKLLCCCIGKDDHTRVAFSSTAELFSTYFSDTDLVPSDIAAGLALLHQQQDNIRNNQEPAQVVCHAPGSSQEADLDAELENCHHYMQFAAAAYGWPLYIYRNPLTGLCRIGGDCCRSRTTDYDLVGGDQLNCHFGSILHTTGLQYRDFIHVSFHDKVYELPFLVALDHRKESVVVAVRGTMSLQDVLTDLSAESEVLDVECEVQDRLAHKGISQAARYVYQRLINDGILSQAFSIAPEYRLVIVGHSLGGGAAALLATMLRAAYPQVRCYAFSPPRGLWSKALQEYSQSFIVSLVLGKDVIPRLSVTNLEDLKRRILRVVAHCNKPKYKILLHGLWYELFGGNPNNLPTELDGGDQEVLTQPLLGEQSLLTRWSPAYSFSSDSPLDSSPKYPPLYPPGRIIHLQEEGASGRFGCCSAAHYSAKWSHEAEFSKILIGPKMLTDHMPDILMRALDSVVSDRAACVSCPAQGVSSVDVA
CAL PDZ FP-1 – inhibitors of human CAL PDZ peptide binding; AID 602252; inhibition, % at 24.9 µM; 300,000 compounds, 0.92% hits; purified CAL PDZ, TMR-peptide fluorescence polarization, 1 h; Q9HD26;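 active = mean inhibition of at least 30% with at least half of replicates also reaching 30%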;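 note: 0% = DMSO neutral control and 100% = excess unlabeled competitor peptide PRC23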
SR-BI DiI-HDL act – activators of SR-BI mediated HDL lipid uptake | CHO ldlA[mSR-BI] cells, DiI-HDL uptake fluorescence, 3 h; 100 = double the neutral-control signal | activation, % at 12.5 µM | 320,000 compounds, 0.096% hits | AID 504775;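 active = mean replicate activation of at least 60% and every replicate at or above 60%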;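 note: 0% = median plate neutral-control signal and 100% = twice that signal; values of inactives mirror those of a sister screen read the other way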
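Material: SR-BI-overexpressing, LDLR-lacking CHO cells; schedule: compound exposure 3 h, 37 °C; reagent: DiI-labelled HDL at 10 µg/mL final; technique: bottom-read fluorescence, 550/595 nm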
C-LANA FP – blocks KSHV LANA C-terminal domain binding to DNA; AID 504423; inhibition, % at 9 µM; 340,000 compounds, 0.078% hits; MBP-C-LANA/FAM-LBS DNA binding, fluorescence polarization;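 active = highest replicate inhibition at or above 60% at 9 µM, even if other replicates fall short; inactive = all replicates below 60% inhibition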;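 note: 0% = neutral control wells and 100% = 4 µM acridine orange control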
PKA-R2B activ – PKA-R2B complex activation | P22694+P31323 | PKA-R2B holoenzyme dissociation, Cy5-IP20 fluorescence polarization; R2B truncated from residue 108, S112A mutant; 0% DMSO only, 100% 113 µM cGMP | activation, % at 11.4 µM | 340,000 compounds, 0.079% hits | AID 504700;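 active = activation above a cutoff set at the mean over all compounds plus 3 SD, cut at about 18% in these data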;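 note: higher means more holoenzyme dissociation and a rise in polarization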
Target sequence (P31323 whole entry, looked up, other chains not shown, the tested form may be a part): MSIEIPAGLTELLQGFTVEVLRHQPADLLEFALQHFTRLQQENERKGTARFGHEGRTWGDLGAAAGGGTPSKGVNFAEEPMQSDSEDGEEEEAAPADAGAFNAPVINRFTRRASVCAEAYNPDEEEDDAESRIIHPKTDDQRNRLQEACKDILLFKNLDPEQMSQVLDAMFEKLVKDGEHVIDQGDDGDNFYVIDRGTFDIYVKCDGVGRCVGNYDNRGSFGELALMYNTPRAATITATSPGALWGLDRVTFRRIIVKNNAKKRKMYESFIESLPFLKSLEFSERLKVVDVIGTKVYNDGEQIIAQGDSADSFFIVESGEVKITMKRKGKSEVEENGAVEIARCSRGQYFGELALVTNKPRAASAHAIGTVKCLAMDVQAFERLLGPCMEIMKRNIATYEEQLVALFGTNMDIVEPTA
Rtt109 HAT inh – inhibitors of Candida albicans Rtt109/Vps75 histone acetyltransferase; Q5AAJ8; purified Rtt109/Vps75, ThioGlo CoA-SH fluorescence, 4 h; inhibition, % at 34.9 µM; 330,000 compounds, 0.16% hits;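 active = inhibition of at least 50% in every replicate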
Cardiac RTF inh – cardiac RTF calcium desensitization; P19429+P45379; IANBD-labeled cardiac RTF, Ca2+ fluorescence; inhibition, % at 7.15 µM; 340,000 compounds, 0.12% hits;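 active = inhibition above the mean inhibition of all tested compounds plus 3 SD, cut at about 17% in these data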;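 note: assay run at fixed EC70 calcium of 1.6 mM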
RTF Ca sens act – cardiac RTF calcium sensitization; P19429+P45379; IANBD-labeled TnC RTF fluorescence at EC20 calcium; 0% EC20 calcium, 100% full calcium; activation, % at 7.2 µM; 340,000 compounds, 0.24% hits; AID 493008;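 active = activation above the mean over all tested compounds plus 3 SD, cut at about 30% in these data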;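 note: rise in fluorescence read as greater calcium sensitivity of cardiac thin filaments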
CAL PDZ FP-2 – blocks peptide binding to human CAL PDZ domain; AID 504414; Q9HD26; inhibition, % at 20 µM; 330,000 compounds, 0.02% hits; purified CAL PDZ, TMR-peptide fluorescence polarization, 1 h;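 active = highest replicate inhibition of at least 40%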;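 note: plate controls were DMSO neutral control wells for no effect and unlabeled competitor peptide control wells for full effect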
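material = purified tagged CAL PDZ domain construct (CerCALP) | compound dosing = 20 µM, one dose | times = 1 h at RT | measured by = fluorescence polarization from S- and P-plane intensities, G-factor corrected | read-out = inhibition from polarization loss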
Keap1 Nrf2 FP – Keap1-Nrf2 (human) interaction inhibition; AID 504523; Keap1 Kelch-Nrf2 peptide fluorescence polarization, 1536-well; Q14145; 340,000 compounds, 0.15% hits; inhibition, % at 9.4 µM; in the data active = inhibition above about 12%;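 note: human Keap1 Kelch domain with fluorescein labeled Nrf2 9mer peptide probe; 0% = neutral control wells and 100% = peptide positive control; higher means more block of Keap1 binding to Nrf2 peptide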
Starred values were filed as active, the others as inactive; / = no result given.

#1 O=c1[nH]c(-c2ccccn2)nc2ccccc12
#2 O=C(CCN1CCN(S(=O)(=O)c2ccc(Cl)cc2)CC1)Nc1ccccc1F
#3 Cc1ccc(NC(=O)N2C3CCCC2CC(NC(=O)C(C)(C)C)C3)cc1 (centres undefined)
#4 C=CCn1c(SCc2cc(=O)n3cc(C)ccc3n2)nnc1-c1cccc(C)c1
#5 Cc1ccc(S(=O)(=O)N(C)C)cc1NC(=O)COC(=O)CN1C(=O)c2ccccc2C1=O
#6 O=C(Nc1ccc(O)cc1)C1CCCN1S(=O)(=O)c1ccc(F)cc1 (centres undefined)
Screen / compound no.	1	2	3	4	5	6
DAGLB inh	0	-2	2	0	-2	-1
CAL PDZ FP-1	0	1	-3	-2	/	5
SR-BI DiI-HDL act	18	9	-12	23	8	22
C-LANA FP	0.2	-1.3	-0.3	-0.1	0.0	3.2
PKA-R2B activ	-5	1	-4	-5	-6	-8
Rtt109 HAT inh	5	-16	1	-2	0	3
Cardiac RTF inh	-2	-6	-7	-1	5	-2
RTF Ca sens act	-11	-2	-2	1	-1	8
CAL PDZ FP-2	1.8	7.0	-0.8	-0.6	-1.2	-0.8
Keap1 Nrf2 FP	-4	2	-1	3	-1	-2

#7 Cc1nn(CC(=O)OCC(=O)Nc2cccc(S(N)(=O)=O)c2)c(C)c1[N+](=O)[O-]
#8 Cc1ccc(NC(=O)CNCC(c2ccccc2)N(C)C)cc1F (centres undefined)
#9 CCCCCCOc1ccc(N2C(=O)CC(NCCc3ccc(S(N)(=O)=O)cc3)C2=O)cc1 (centres undefined)
#10 Cc1cccc2cc(=O)[nH]c(C)c12
#11 CC(C)c1onc(C(=O)N(C)C2CCCCC2)c1[N+](=O)[O-]
#12 CC#CCN(Cc1ccco1)C(=O)c1ccc(OC2CCN(Cc3ccccn3)CC2)cc1
Screen / compound no.	7	8	9	10	11	12
DAGLB inh	-1	-2	1	-4	-5	2
CAL PDZ FP-1	-4	1	/	-4	-2	-1
SR-BI DiI-HDL act	52	23	-15	23	-14	2
C-LANA FP	1.1	-0.2	0.4	-1.4	0.9	0.1
PKA-R2B activ	3	4	-9	16	0	4
Rtt109 HAT inh	0	15	0	0	0	-1
Cardiac RTF inh	-3	-7	-1	-13	0	-15
RTF Ca sens act	2	11	0	4	-6	-1
CAL PDZ FP-2	-0.6	-0.2	-0.7	-0.5	-2.0	-1.1
Keap1 Nrf2 FP	-4	-1	-6	0	-3	2

#13 CC1=C(C(=O)Nc2cccc(C(=O)N3CCN(c4cccc(C(F)(F)F)c4)CC3)c2)SCCO1
#14 CC1=C(C(=O)OCC2CCCCC2)C(c2cccc(O)c2)NC(=O)N1 (centres undefined)
#15 Cc1nn(-c2ccccc2)c(N2CCCC2)c1/C=N/NC(=O)c1ccccc1O
#16 CCN(CC)S(=O)(=O)c1ccccc1/C=N\O
#17 Cc1cc(OCCCN2CCN(Cc3ccccc3)CC2)ccc1[N+](=O)[O-]
#18 CCSc1ccc([C@@H]2[C@H]3C(=O)N(C)C(=O)[C@H]3[C@]3(C(=O)OC)CCCCN23)cc1OC
Screen / compound no.	13	14	15	16	17	18
DAGLB inh	-1	1	2	-4	0	-8
CAL PDZ FP-1	-2	-5	/	/	5	-4
SR-BI DiI-HDL act	-27	6	-55	-1	/	-28
C-LANA FP	-0.9	-0.4	-1.1	1.1	-0.2	0.4
PKA-R2B activ	3	-5	4	-12	-2	-3
Rtt109 HAT inh	2	5	8	4	-6	12
Cardiac RTF inh	7	-1	-11	-7	-5	-2
RTF Ca sens act	-3	-6	2	-3	-2	0
CAL PDZ FP-2	-1.2	0.3	-0.2	-0.8	-1.5	-0.1
Keap1 Nrf2 FP	-4	1	-1	-4	0	-11

#19 CCn1c(NC)cc(=O)n(C)c1=O
#20 Cc1ccc(/C=N/N=C2/NC(=O)C(CC(=O)Nc3ccc(Cl)cc3)S2)o1 (centres undefined)
#21 Cc1ccc(NC(=O)Cn2ncn3c(cc4ccccc43)c2=O)c(C)c1
#22 O=C(c1ccc(F)cc1)N1CCCCC(Sc2nnc3ccccn23)C1=O (centres undefined)
#23 COCCNC(=O)C(=O)NCC1OCCN1S(=O)(=O)c1ccc2c(c1)OCCO2 (centres undefined)
#24 N#CCCCSc1ncccc1-c1nc2ccccc2[nH]1
Screen / compound no.	19	20	21	22	23	24
DAGLB inh	1	5	1	2	-1	-3
CAL PDZ FP-1	2	-2	-2	-2	-2	0
SR-BI DiI-HDL act	20	-2	-23	7	/	-6
C-LANA FP	-0.6	-0.7	-2.5	2.6	-2.1	-1.3
PKA-R2B activ	-3	-4	0	-4	-11	2
Rtt109 HAT inh	3	-4	-7	-5	-13	3
Cardiac RTF inh	6	0	-2	-4	-4	-2
RTF Ca sens act	-6	6	-2	-3	2	-2
CAL PDZ FP-2	-1.9	-0.8	-2.5	-1.6	-2.4	-0.8
Keap1 Nrf2 FP	-6	1	0	-3	-4	-3

#25 CC(Sc1nc(C(F)(F)F)nc2ccccc12)C(=O)NC1CCCC1 (centres undefined)
#26 COc1ccccc1N1CCN(C(=O)c2ccc3c(=O)n4c(nc3c2)CCCCC4)CC1
#27 CN(C(=O)c1cccc(NC(=O)Cc2ccc(NC(=O)C3CCCN(C(=O)CCc4ccccc4)C3)cc2)c1)C1CCC1 (centres undefined)
#28 Cc1nc(CC(=O)N2CCN(S(=O)(=O)c3ccccc3C#N)CC2)cs1
#29 COCCCN(C(=S)Nc1ccc(OC)cc1)C(C)c1ccncc1 (centres undefined)
#30 COc1ccc(C(=O)NCCN(C)C)c2nc3ccccc3cc12
Screen / compound no.	25	26	27	28	29	30
DAGLB inh	1	2	-3	1	2	-3
CAL PDZ FP-1	-6	-1	-3	0	-2	1
SR-BI DiI-HDL act	-1	2	-56	9	/	-14
C-LANA FP	-0.3	1.7	-1.2	-0.2	0.5	-18
PKA-R2B activ	-2	7	-6	-5	-1	-6
Rtt109 HAT inh	-6	-1	0	7	-2	0
Cardiac RTF inh	-11	-11	-3	6	-6	-11
RTF Ca sens act	-1	1	-5	-2	2	2
CAL PDZ FP-2	-1.8	-0.8	0.5	-0.3	-1.5	-0.8
Keap1 Nrf2 FP	-1	-10	1	3	-2	-2

#31 CCn1c(SC(C)C(=O)Nc2nccs2)nnc1-c1ccncc1 (centres undefined)
#32 CCCCN(CC)CCCNC(=O)c1cn(CC(C)C)c(=O)c2c1c1ccccc1n2C
#33 COc1ccc(CCNC(=O)C(=O)NCC2CCCN2S(=O)(=O)c2ccc(OC)cc2)cc1 (centres undefined)
#34 CC(=O)Nc1sc2c(c1CN1CCCC1)CCCC2
#35 CCCC1(C(=O)O)NC(c2ccccc2O)C2C(=O)N(c3cccc(Cl)c3)C(=O)C21 (centres undefined)
#36 Cc1ccc(-c2csc3nnc(SCC(=O)N4CCN(Cc5ccccc5)CC4)n23)cc1
Screen / compound no.	31	32	33	34	35	36
DAGLB inh	0	1	1	-2	1	-4
CAL PDZ FP-1	3	-1	-5	-1	-4	-1
SR-BI DiI-HDL act	13	-19	-10	-3	-11	-16
C-LANA FP	0.1	2.3	1.8	-8.0	-1.1	0.0
PKA-R2B activ	-2	5	4	-2	-2	0
Rtt109 HAT inh	0	0	6	-3	-7	2
Cardiac RTF inh	0	0	-25	-9	-8	-4
RTF Ca sens act	1	-6	0	3	-1	5
CAL PDZ FP-2	0.2	1.0	-0.9	-0.4	-0.2	/
Keap1 Nrf2 FP	3	-2	-2	-7	3	-3

#37 C/C(=N\NC(=O)C1(C)CC1(Br)Br)c1cccc(NC(=O)C2CCC2)c1 (centres undefined)
#38 COc1ccc(CN2CCN(CCSc3ccc(C)cc3)CC2)c(OC)c1OC
#39 CN(C)S(=O)(=O)c1cc(NC(=O)Cn2ccsc2=N)ccc1Cl
#40 CC1CC(C)CN(C(=O)COC(=O)CN2C(=O)c3ccccc3C2=O)C1 (centres undefined)
#41 COc1ccc(CCNC(=O)COc2coc(CN3c4ccccc4CC3C)cc2=O)cc1OC (centres undefined)
Screen / compound no.	37	38	39	40	41
DAGLB inh	0	-3	-2	-2	5
CAL PDZ FP-1	4	-2	101*	0	-1
SR-BI DiI-HDL act	8	2	44	-3	-85
C-LANA FP	0.9	0.5	-1.7	1.0	0.4
PKA-R2B activ	-12	7	1	-3	8
Rtt109 HAT inh	4	-3	-5	-2	1
Cardiac RTF inh	-19	6	1	-1	5
RTF Ca sens act	-5	-4	-3	-2	-3
CAL PDZ FP-2	-0.7	/	0.3	-0.3	-2.9
Keap1 Nrf2 FP	-1	1	-4	1	1

12 entries from above, with bars between the fields:
cpd | smiles | DAGLB inh | CAL PDZ FP-1 | SR-BI DiI-HDL act | C-LANA FP | PKA-R2B activ | Rtt109 HAT inh | Cardiac RTF inh | RTF Ca sens act | CAL PDZ FP-2 | Keap1 Nrf2 FP
29 | COCCCN(C(=S)Nc1ccc(OC)cc1)C(C)c1ccncc1 (centres undefined) | 2 | -2 | / | 0.5 | -1 | -2 | -6 | 2 | -1.5 | -2
30 | COc1ccc(C(=O)NCCN(C)C)c2nc3ccccc3cc12 | -3 | 1 | -14 | -18 | -6 | 0 | -11 | 2 | -0.8 | -2
31 | CCn1c(SC(C)C(=O)Nc2nccs2)nnc1-c1ccncc1 (centres undefined) | 0 | 3 | 13 | 0.1 | -2 | 0 | 0 | 1 | 0.2 | 3
32 | CCCCN(CC)CCCNC(=O)c1cn(CC(C)C)c(=O)c2c1c1ccccc1n2C | 1 | -1 | -19 | 2.3 | 5 | 0 | 0 | -6 | 1.0 | -2
33 | COc1ccc(CCNC(=O)C(=O)NCC2CCCN2S(=O)(=O)c2ccc(OC)cc2)cc1 (centres undefined) | 1 | -5 | -10 | 1.8 | 4 | 6 | -25 | 0 | -0.9 | -2
34 | CC(=O)Nc1sc2c(c1CN1CCCC1)CCCC2 | -2 | -1 | -3 | -8.0 | -2 | -3 | -9 | 3 | -0.4 | -7
35 | CCCC1(C(=O)O)NC(c2ccccc2O)C2C(=O)N(c3cccc(Cl)c3)C(=O)C21 (centres undefined) | 1 | -4 | -11 | -1.1 | -2 | -7 | -8 | -1 | -0.2 | 3
36 | Cc1ccc(-c2csc3nnc(SCC(=O)N4CCN(Cc5ccccc5)CC4)n23)cc1 | -4 | -1 | -16 | 0.0 | 0 | 2 | -4 | 5 | / | -3
37 | C/C(=N\NC(=O)C1(C)CC1(Br)Br)c1cccc(NC(=O)C2CCC2)c1 (centres undefined) | 0 | 4 | 8 | 0.9 | -12 | 4 | -19 | -5 | -0.7 | -1
38 | COc1ccc(CN2CCN(CCSc3ccc(C)cc3)CC2)c(OC)c1OC | -3 | -2 | 2 | 0.5 | 7 | -3 | 6 | -4 | / | 1
39 | CN(C)S(=O)(=O)c1cc(NC(=O)Cn2ccsc2=N)ccc1Cl | -2 | 101* | 44 | -1.7 | 1 | -5 | 1 | -3 | 0.3 | -4
40 | CC1CC(C)CN(C(=O)COC(=O)CN2C(=O)c3ccccc3C2=O)C1 (centres undefined) | -2 | 0 | -3 | 1.0 | -3 | -2 | -1 | -2 | -0.3 | 1

Source: PubChem
